Screening results from PubChem.
PglD inh – PglD (C. jejuni) enzyme inhibition; 360,000 tested, 0.098% active; purified PglD enzyme, DTNB colorimetric CoA detection; AID 602405; inhibition, % at 12.5 µM; in the data active means inhibition above about 16%, passing the limit was not always enough; inconclusive means no clear call, values can overlap the other calls; further: strong numbers were not always called active
F508del corr – correctors of CFTR F508del function in bronchial epithelial cells; activity (quench increase), % at 7.58 µM; 350,000 tested, 0.36% active; CFBE cells, YFP halide quenching; stimulated with forskolin plus potentiator P3; % fluorescence drop versus neutral controls;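 active means mean added fluorescence quench of at least 8% versus neutral control, with both replicates also reaching 8%; inconclusive means only one of the mean or replicate conditions met; inactive means mean below 8% and not both replicates reaching 8%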;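 further: cells transiently co-express mutant CFTR-F508del with the halide-sensitive YFP; corrector assay measuring rescue of mutant channel to the surface after 24 h compound exposure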
C2C12 statin – suppressors of simvastatin-induced myotoxicity in C2C12 myotubes. ATP luminescence, 48 h; scaled: DMSO 0, geranylgeraniol control 100. rescue of ATP level, % at 7.49 µM. 330,000 tested, 0.78% active;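 active means mean ATP rescue above about 67%, or every replicate alone reaching that limit, limit read from the data, passing the limit was not always enough; inconclusive means no clear call, values can overlap the other calls; inactive means mean under the limit and some replicate under it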;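 further: myotubes were challenged with 10 µM simvastatin during compound exposure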
Cneo AK release – Cryptococcus neoformans lysis via adenylate kinase release. C. neoformans lysis, adenylate kinase release luminescence, 4 h; normalised: neutral wells 0, clomiphene wells 100. lysis activity, % at 15 µM. 360,000 tested, 0.2% active. AID 651654;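 active means mean lysis activity across replicates of at least 80%, whatever share of replicates individually reach that level; inactive means mean lysis activity below 80%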
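Schedule: static 4 h at 37 °C with compound, 1 h detection; system: C. neoformans cells; benchmarks: Clomiphene as positive control; buffer or medium: fresh YPD medium; measure: luminescence rise reflecting yeast cell lysis; measured by: luminescent adenylate kinase detection reagent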
FN deposit inh – fibronectin deposition inhibition. AH1F fibroblasts, Alexa488-fibronectin deposition fluorescence, overnight. 350,000 tested, 0.086% active. inhibition, % at 12.6 µM;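 active means mean inhibition across replicates of 30% or more, regardless of how many single replicates reach that level; inconclusive means mean under 30% yet at least half of replicates reach 30%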;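 further: positive control wells lacked labelled fibronectin entirely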
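Assay system: AH1F fibroblasts assembling fluorescent fibronectin matrix; Amount: 10000 AH1F cells per well; Buffer or medium: DMEM, 2% serum; Probe or stimulus: Alexa488-fibronectin, 24 nM final in well; Doses: single compound dose, delivered by pin transfer; Incubation: 1 h adhesion, overnight exposure; Measured by: fluorescence 485/525 nm; Read-out: fibronectin deposition inhibition.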
GSIS activator – primary screen for activators of insulin secretion dependent on glucose, INS-1E cells, GLuc reporter luminescence; activation, % at 16.6 µM; INS-1E GLuc reporter insulin secretion, 2-3 h; 370,000 tested, 0.61% active; AID 743287;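 active means lowest replicate activation of at least 40%, so every replicate reaches that level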;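 further: 0% = median of neutral control wells and 100% = median of IBMX positive control wells; some compounds called inactive have numbers as strong as hits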
PGC1a acetyl inh – PGC1a acetylation modulation, inhibitor mode | 350,000 tested, 0.17% active | U2OS PGC1a acetylation, AlphaScreen anti-acetyl-lysine; with virally co-expressed GCN5 acetyltransferase | AID 651687 | inhibition, % at 15.6 µM;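 active means every replicate shows inhibition of at least 40%; inconclusive means mean inhibition at least 40% but some replicate below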;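 further: 0% = neutral control wells and 100% = positive control wells; some results beyond the cut were filed as inactive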
miR122 inh – miR-122 inhibition in Huh7 cells. AID 602342. Huh7 miR-122 Renilla luciferase sensor, 48 h; neutral wells = 0, positive control = 100. activation (reporter increase), % at 12.5 µM. 340,000 tested, 0.3% active;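 active means mean replicate activation score at least 90 and every replicate individually at or above 90; inconclusive means only one of the two criteria met; inactive means neither criterion met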;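 further: higher luciferase means less miR-122 activity so hits act as miR-122 inhibitors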
An asterisk follows results filed as active; ? = inconclusive; · = no result given; [ ] = dose if it differs, or a comment. Not a hit list, and some 2.1% of all compounds hit somewhere here.

The line under a structure holds: PglD inh	Cneo AK release	C2C12 statin	F508del corr	PGC1a acetyl inh	GSIS activator	FN deposit inh	miR122 inh
O=S(=O)(Nc1cccc(CCc2ccccn2)c1)c1ccc2ccccc2c1
    0	14	·	·	?	·	-3	0
COC(=O)c1ccc(C(NC(=O)OCc2ccccc2)/C(C)=C/[C@@H](C)C(=O)NCc2ccc(OC)c(OC)c2)cc1 (stereo partly drawn)
    -1	0	6	·	-19	·	·	3
C[C@@H]1CN([C@@H](C)CO)C(=O)c2cccc(NC(=O)CCCCCC(=O)Nc3ccccc3N)c2O[C@@H]1CN(C)Cc1ccc(Cl)c(Cl)c1
    -13	-1	-61	-3.1	1	-6	-9	-7[16.7 µM]
Cc1ccc(C(=O)OCC(=O)NC(=O)c2ccc(C(C)(C)C)cc2)c(O)c1
    1	0	4	-1.2	5	5	1	-5
CC(C)(C)N(Cc1ccccc1)C(=O)CN1C(=O)NC2(CCCCCC2)C1=O
    -7	-1	-13	-3.5	1	-1	0	-5
O=C(OCCOc1ccccc1)c1n[nH]c2ccccc12
    3	-4	-11	0.6	-16	-27	10	-3
NC(=O)c1cc(S(=O)(=O)N2CCc3ccccc3C2)cs1
    -6	-4	-2	-2.0	2	8	-3	2
COc1ccc(N2CCN(C(CNC(=O)OCc3ccccc3)c3ccco3)CC2)cc1 (stereo not drawn)
    -5	-1	·	·	·	-16	7	38
COC(=O)[C@]1(C)N[C@H](CN(C)C(=O)Nc2ccc(C(F)(F)F)cc2)[C@@H]2C(=O)N(C)C(=O)[C@@H]21
    2	-1	7	-0.8	7	8	·	4
CC(C)NC(=O)N[C@H]1CC[C@H](CCN)O[C@H]1CO
    -7	8	0	-2.5	-2	-1	7	1[16.7 µM]
C/C=C/c1ccc([C@@H]2[C@@H](CO)N(C(=O)CC)[C@@H]2CNC(=O)CC2CC2)cc1
    -2	-1	-9	1.6	-1	-17	13	0[16.7 µM]
CCn1c(C(=O)N2CCc3ccccc3C2)cc2oc3ccccc3c21
    -2	-2	-12	·	-9	·	-8	-4
Cc1ccc(Oc2ncccc2N)c2c1CCC2
    3	0	43	0.2	-13	·	-3	-2
COc1ccccc1S(=O)(=O)Nc1ccc2c(c1)OC[C@H](C)NC[C@H](C)[C@H](OC)CN(C)C2=O
    -3	-2	8	0.4	1	-5	-7	-5[16.7 µM]
COc1ccc(CNC(=O)Nc2nc(C(N)c3ccccc3)cs2)cc1 (stereo not drawn)
    5	0	-8	1.2	5	-3	·	-1
Cc1c(NC(=O)COC(=O)c2ccc(Cl)nc2)c(=O)n(-c2ccccc2)n1C
    -2	-2	1	-2.8	11	·	6	5
OC(CNC1CCCC1)COc1ccccc1Br (stereo not drawn)
    -39	-2	3	-0.8	6	-4	-4	0
C[C@@H]1CN([C@H](C)CO)C(=O)c2cc(NC(=O)NC3CCCCC3)ccc2O[C@@H](C)CCCCO[C@@H]1CN(C)C(=O)C1CCCCC1
    7	0	12	-0.1	·	-23	-4	8[16.7 µM]
COCCNC(=O)CN(C(=O)CCC(=O)Nc1ccccn1)c1ccc(C)c(C)c1
    -2	-10	-3	2.3	15	2	-7	1
COc1ccc(/C=C(\NC(=O)c2cccs2)C(=O)NCc2ccco2)cc1OC
    -7	0	·	·	3	-5	3	8
Cc1noc(C)c1S(=O)(=O)Nc1ccc2c(c1)C(=O)N([C@H](C)CO)C[C@@H](C)[C@H](CN(C)S(=O)(=O)c1ccc(F)cc1)O2
    ·	·	-30	0.0	0	-8	·	4[16.7 µM]
CO[C@H](CN(C)C(=O)c1ccc2c(c1)OCO2)[C@@H](C)CN([C@@H](C)CO)S(=O)(=O)c1ccccc1
    -1	9	7	-0.6	10	-4	-6	·
C[C@@H]1CCCCO[C@H](CN(C)S(=O)(=O)c2ccc(Cl)cc2)[C@H](C)CN([C@@H](C)CO)C(=O)c2cc(NS(=O)(=O)c3cccs3)ccc2O1
    0	-8	·	0.2	-16	-7	1	-8[16.7 µM]
Cc1ccc(S(=O)(=O)NCC(C)NS(=O)(=O)c2ccccc2[N+](=O)[O-])cc1 (stereo not drawn)
    1	2	9	1.7	·	-7	-10	·
CCCCCC(=O)N1C[C@H](n2cc(COC(=O)c3ccccc3)nn2)[C@@H](O)C[C@@H]1c1ccc(C)cc1
    -7	2	0	4.4	1	-20	-40	-3
C[C@@H]1CN([C@H](C)CO)S(=O)(=O)c2ccc(-c3ccccc3)cc2O[C@@H]1CN(C)C(=O)CC1CC1
    0	3	-20	-3.8	-14	-8	·	0[16.7 µM]
CN1C(=S)SC(N(O)C(=O)Nc2cccc3ccccc23)C1(C)C (stereo not drawn)
    0	-1	·	·	-2	·	·	14
CSc1nc2nc(C)c(C/C=C/c3ccccc3)c(=O)n2[nH]1
    -3	3	1	-1.9	-2	-3	0	-2
O=C(CSc1nnc(NC(=O)C2CC2)s1)Nc1ccc2c(c1)OCCO2
    ·	·	·	1.4	1	11	6	·
CC(C)CCC(C)NC(=O)C1CCN(S(=O)(=O)/C=C/c2ccccc2)CC1 (stereo not drawn)
    0	-1	15	-3.0	27	-4	7	5
CCN(CC(=O)Nc1ccc2c(c1)OCCO2)S(=O)(=O)c1ccc(F)cc1
    -7	-3	27	0.4	-9	-2	-2	2
CCOC(=O)C1CCCN(C(=O)CCNC(=O)Cn2ccc3ccccc3c2=O)C1 (stereo not drawn)
    ·	·	9	1.7	-3	-1	6	1
C=CCN1CCN(C(=O)c2cc3c(s2)CCC(CC)C3)CC1 (stereo not drawn)
    -6	-2	·	2.0	5	-10	3	5
O=C(Cc1ncc(C(F)(F)F)cc1Cl)NCCc1ccccn1
    ·	·	·	2.3	-8	17	1	2
COc1nc(-c2ccccc2)c2c(c1C#N)CC(C)(C)OC2
    2	-3	33	·	·	20	·	·
Cc1ccc(-c2nn3c(C)nnc3c3ccccc23)cc1S(=O)(=O)NCCN1CCOCC1
    3	4	-1	·	-13	3	·	198*
NC(=O)c1cc2cc([N+](=O)[O-])ccc2oc1=O
    -4	2	2	1.5	12	-4	4	-3
COc1ccc2c(c1)-c1ccccc1S(=O)(=O)N2C
    -2	1	-4	·	4	·	3	5
C[C@@H](O)C#Cc1ccc([C@@H]2[C@H]3CN(CC4CCOCC4)CCCCN3[C@H]2CO)cc1
    2	0	·	1.5	2	1	·	-2[16.7 µM]
Cc1nn(C)cc1NC(=O)C[C@@H]1CC[C@H]2[C@@H](COc3ccc(NC(=O)Nc4cccc(Cl)c4)cc3C(=O)N2C)O1
    -2	-2	-31	4.5	-2	-1	18	-48[16.7 µM]
CC(C)CC#Cc1ccc2c(c1)O[C@@H](CN(C)CC1CC1)[C@@H](C)CN([C@@H](C)CO)S2(=O)=O
    8	1	-5	0.2	-21	18	·	40[16.7 µM]
O=C(NCc1ccccn1)[C@H]1C[C@@H]1[C@H](NP(=O)(c1ccccc1)c1ccccc1)c1ccccc1
    2	-2	5	3.7	-16	-6	0	0
CC(C)n1nc(C(=O)NNC(=O)c2ccncc2)c2ccccc2c1=O
    -1	-2	0	-1.4	·	23	1	-1
O=C(Nc1ccc(F)c(Cl)c1)C1Cc2c(-c3ccccc3Oc3ccccc3)ccnc2O1 (stereo not drawn)
    -1	1	12	-0.2	·	-18	-3	-1
COc1ccc(C)cc1S(=O)(=O)N1CCC(C)CC1
    1	1	1	·	-9	·	0	8
COc1ccc2c(c1)C(c1ccc(C)o1)=NNC(c1cccnc1)=N2
    5	7	3	-5.2	-10	12	11	4
CSc1nc(-c2ccc(C)cc2)[nH]c1S(=O)(=O)c1ccccc1
    0	-3	·	·	-8	·	-5	126*
Cc1ccccc1S(=O)(=O)N1CC[C@@H]2[C@H]1c1cc(-c3cccc(C#N)c3)ccc1N(C)[C@H]2CO
    -6	-14	-19	7.3	-9	14	8	-3[16.7 µM]
Cc1ccc2c(CC(=O)Nc3ccc4nc(N5CCOCC5)sc4c3)coc2c1
    -5	0	30	2.8	13	-4	-7	22
C/C(=N/NC(=O)CNC(=O)Cc1ccccc1)c1ccco1
    -28	1	·	0.2	9	-10	-11	1
COc1ccc(F)cc1C(=O)C1CCCN(C(=O)CCc2ccccn2)C1 (stereo not drawn)
    0	2	8	-2.6	-12	6	-4	0
O=C(Nn1cnnc1)c1ccc([N+](=O)[O-])cc1Cl
    3	-2	-1	2.2	·	-1	-4	-6
Cc1ccc(CNC(=O)c2ccc(Cn3nc(C)cc3C)o2)cc1
    12	2	6	2.0	-5	-6	-1	0
Cc1cccc(Cn2c(=O)c3c(nc4n3CCN4Cc3ccco3)n(C)c2=O)c1
    -2	-1	6	·	1	·	-5	6
CC(=O)Nc1cccc(NC(=O)CCCC2CCCCC2)c1
    -3	0	-4	-3.9	·	-28	2	·
C[C@H]1CN([C@@H](C)CO)C(=O)Cc2cc(NC(=O)NC3CCCCC3)ccc2O[C@@H]1CN(C)Cc1ccc(Cl)c(Cl)c1
    1	3	17	-0.4	12	-18	·	-4[16.7 µM]
CCCCCn1c(=NC(=O)c2cccnc2)c(C#N)cc2c(=O)n3cccc(C)c3nc21
    ·	·	·	-2.7	14	-13	2	·
COc1ccc(NC(=O)/C(C#N)=C/c2c(C)nn(-c3ccc(F)cc3)c2Cl)cc1OC
    1	0	7	4.2	-3	-10	3	7

2 entries picked at random from those above, as already listed:
The line under a structure holds: PglD inh	Cneo AK release	C2C12 statin	F508del corr	PGC1a acetyl inh	GSIS activator	FN deposit inh	miR122 inh
O=C(CSc1nnc(NC(=O)C2CC2)s1)Nc1ccc2c(c1)OCCO2
    ·	·	·	1.4	1	11	6	·
CN1C(=S)SC(N(O)C(=O)Nc2cccc3ccccc23)C1(C)C (stereo not drawn)
    0	-1	·	·	-2	·	·	14
